High-throughput results deposited in PubChem by several laboratories.
NR2E3 ag-1 = activates human photoreceptor nuclear receptor NR2E3 | 0.12% of 320,000 active | GST-NR2E3/biotin-RetCOR TR-FRET, 1536-well | inhibition of corepressor binding, % at 4.78 µM | AID 2300;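 active means percent inhibition above the cutoff of mean plus 3 SD of all tested compounds, set per screening campaign, cut at about 20% in these data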;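 further: 0% = DMSO wells and 100% = biotin wells as full block of FRET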
Target sequence (Q9Y5X4 whole entry, looked up): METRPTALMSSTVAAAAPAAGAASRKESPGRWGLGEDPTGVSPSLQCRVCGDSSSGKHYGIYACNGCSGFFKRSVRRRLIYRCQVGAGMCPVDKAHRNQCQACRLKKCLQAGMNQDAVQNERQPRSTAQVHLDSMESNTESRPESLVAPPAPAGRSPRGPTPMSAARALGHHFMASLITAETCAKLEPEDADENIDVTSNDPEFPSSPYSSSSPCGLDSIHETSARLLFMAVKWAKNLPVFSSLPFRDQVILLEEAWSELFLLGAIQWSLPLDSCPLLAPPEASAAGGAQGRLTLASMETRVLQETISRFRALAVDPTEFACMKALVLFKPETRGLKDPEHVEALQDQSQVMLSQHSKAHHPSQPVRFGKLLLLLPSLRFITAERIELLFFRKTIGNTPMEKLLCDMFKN
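System: GST-NR2E3 and biotin-RetCOR proteins; probe or stimulus: 7 nM biotin-RetCOR; doses: compound at 4.8 µM, single dose; schedule: Compound–protein incubation for 5 h at 4 °C; detection: time-resolved FRET; read-out: percent inhibition; controls: biotin wells as high control, 0.6% DMSO wells as low control; format: 1536-well plates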
hiPSC survival = increases survival of single human iPS cells | 0.044% of 360,000 active | hiPSC single-cell survival, ATPlite luminescence; 100% = ROCK inhibitor wells, 0% = DMSO | survival enhancement, % at 20 µM; in the data active means survival enhancement above about 18%;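 further: cells exposed to compounds for 16 hours before the ATP read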
TRPM1 prom inh = reduces MITF-dependent TRPM1 promoter luciferase signal. SK-MEL-5 TRPM1 promoter luciferase, 24 h. 0.83% of 330,000 active. inhibition, % at 12.5 µM. AID 488899;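 active means mean inhibition across replicates of 60% or more, whatever share of single replicates reaches that level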; further: values of inactives mirror those of a sister screen read the other way
H9c2 protect = modulators protecting cardiomyocytes from myocardial damage; H9c2 cardiomyocytes, H2O2 injury protection, ATPLite, 2 h; protection from H2O2 cell death, % at 20 µM; 0.63% of 360,000 active;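 active means compounds giving at least 50% protection of heart cells from peroxide-induced death in the single-dose screen, raw or plate-pattern-corrected value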;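 further: 0% = DMSO wells with peroxide and 100% = DMSO wells without peroxide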
HTR2A ag = mouse HTR2A agonism via beta-arrestin recruitment; P35363; CHO-K1 mHTR2A beta-arrestin complementation, luminescence; percent of 30 µM serotonin response; 0.66% of 360,000 active; activation, % at 7.6 µM;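 active means activation above a run cutoff, the mean activation of all tested compounds plus 3 SD, cut at about 14% in these data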;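 further: 0% = plate median of compound wells and 100% = 30 µM serotonin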
HIF-2a inh = HIF-2a inhibition; 786-0 RCC cells HIF-2a reporter, luciferase luminescence, overnight; 0.72% of 360,000 active; inhibition, % at 18.8 µM; AID 624352;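 active means inhibition of the luminescence signal of 40% or more relative to plate controls, in a single-dose primary screen at 18.75 µM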
CaV13 ICDI inh = Primary screen for inhibitors of IQ motif and Ca2+-dependent inactivation inhibitor domain binding in CACNA1D, Förster resonance energy transfer in living cells, …; HEK cells, CFP/YFP FRET ICDI-IQ, plate reader, 10 min; percent FRET-ratio fall versus neutral wells; inhibition, % at 12.3 µM; 0.098% of 340,000 active;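 active means mean replicate inhibition of at least 30% and at least 1% of replicates passing that level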;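 further: 0% = median of the neutral control wells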
NR2E3 ag-2 = agonists of human NR2E3 nuclear receptor. AID 602229. inhibition of corepressor binding, % at 3.98 µM. CHO-S Gal4-NCOR/VP16-NR2E3 two-hybrid, luciferase. 0.35% of 360,000 active. Q9Y5X4;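 active means inhibition above the mean of all tested compounds plus 3 SD, cut at about 70% in these data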;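 further: 0% = DMSO with NR2E3 transfected cells and 100% = cells lacking NR2E3 construct; higher means lower luciferase signal from less NR2E3 corepressor binding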
Shn3 inh set2 = Schnurri-3 reporter inhibition in Clone20 osteoblasts; Clone20 osteoblast Shn3 3'UTR firefly luciferase, 24 h; inhibition, % at 12.5 µM; 0.52% of 360,000 active; AID 588674;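 active means mean inhibition of at least 75% with every replicate also reaching 75%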;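 further: 0% = median of neutral control wells and 100% = pilot-screen positive control compound; some compounds past the cut are filed as inactive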
PDI turbidity = blocks human protein disulfide isomerase activity | P07237 | AID 588391 | inhibition, % at 10 µM | 0.052% of 350,000 active | PDI insulin aggregation turbidity, A650, 90 min;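 active means mean inhibition across replicates of 30% or more, whatever share of single replicates reach that level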;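 further: absorbance from insulin aggregation driven by PDI reduction with DTT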
Target sequence (P07237 whole entry, looked up): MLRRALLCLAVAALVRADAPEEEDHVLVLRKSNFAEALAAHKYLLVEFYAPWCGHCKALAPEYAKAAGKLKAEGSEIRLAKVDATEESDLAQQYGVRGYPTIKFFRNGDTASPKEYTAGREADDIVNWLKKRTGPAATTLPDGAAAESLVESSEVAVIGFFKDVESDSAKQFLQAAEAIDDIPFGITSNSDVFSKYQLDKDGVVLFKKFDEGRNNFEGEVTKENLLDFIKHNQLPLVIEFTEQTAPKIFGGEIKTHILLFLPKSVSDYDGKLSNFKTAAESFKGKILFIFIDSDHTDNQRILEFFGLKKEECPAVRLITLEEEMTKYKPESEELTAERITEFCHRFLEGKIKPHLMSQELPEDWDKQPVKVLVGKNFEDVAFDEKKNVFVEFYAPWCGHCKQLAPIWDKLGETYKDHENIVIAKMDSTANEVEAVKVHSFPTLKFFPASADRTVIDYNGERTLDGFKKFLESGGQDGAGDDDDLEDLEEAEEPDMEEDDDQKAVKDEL
Peg3 prom inh = Peg3 promoter activity inhibition; inhibition, % at 20 µM; HeLa PEG-Prom luciferase reporter, luminescence, overnight; 1.7% of 360,000 active;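 active means inhibition of at least 50% at 20 µM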
Active calls of the source: *; · = no result given.

SMILES	NR2E3 ag-1	hiPSC survival	TRPM1 prom inh	H9c2 protect	HTR2A ag	HIF-2a inh	CaV13 ICDI inh	NR2E3 ag-2	Shn3 inh set2	PDI turbidity	Peg3 prom inh
COc1ccc(NC(=O)C2=CC(c3ccc(C)cc3)=NS(=O)(=O)N2C)cc1OC	4.2	-3.2	1.2	-22.1	-2.8	0.3	-2.8	-9.3	4.6	·	6.5
O=C(CSc1nnc(COc2ccccc2F)n1-c1ccccc1)NCc1ccco1	1.2	-0.5	7.0	-5.2	-3.2	11.8	·	-3.6	-3.7	6.1	15.4
Cc1ccccc1NC(=S)NCC(c1cccnc1)N1CCOCC1 (stereo not drawn)	2.8	0.7	5.8	4.3	0.8	5.0	-15.7	-11.4	-2.2	-3.5	9.6
CCOC(=O)CSc1nnc(COc2ccc3ccccc3c2)o1	·	0.5	-1.5	-5.4	5.8	22.1	-19.6	4.1	11.8	-2.5	-1.1
Cc1cc(Cl)ccc1NC(=S)NCCCO	0.4	2.5	3.3	8.5	3.0	11.9	-18.2	-2.5	-11.4	4.7	7.8
Cn1ccc2c(-c3ccc(F)cc3)cc3c(c21)C1CCC3C1 (stereo not drawn)	·	-1.2	·	-1.1	-3.6	-16.3	-9.5	5.7	26.6	·	7.0
O=C(NC1CCCCC1)Oc1ccccc1	1.8	-0.1	-19.6	1.9	-1.4	-88.4	-1.8	-13.8	-18.8	-1.6	-62.2
CSc1nc(-c2ccco2)nn1C(=O)c1ccccc1Cl	·	-0.2	10.5	14.7	2.1	8.6	-14.9	-5.3	-27.3	-4.9	5.9
N/C(=N\OC(=O)c1ccccc1)C(Cc1ccccc1)C(=O)NOC(=O)c1ccccc1 (stereo not drawn)	·	2.2	61.6*	0.0	-2.0	-40.5	-7.1	-21.4	16.9	-1.0	99.3*
Cc1nc(Cl)sc1C(=O)Nc1ccc(F)cc1	·	1.3	-0.4	2.4	1.4	-18.0	-1.1	-6.7	-11.1	1.5	-15.1
CCN(CC(=O)Nc1sc2c(c1C#N)CCC(C)C2)Cc1nc2ccccc2c(=O)[nH]1 (stereo not drawn)	-0.6	0.8	7.4	5.9	-1.0	6.1	7.8	-6.0	10.2	-8.4	12.0
Cc1cccc(C(=O)NC(=S)N2CCN(C)CC2)c1	-0.5	-0.6	-5.5	1.3	-1.6	-5.0	-7.9	-29.1	-18.0	11.6	2.3
Cc1nn(CC(=O)O)c2ccccc12	4.8	2.9	5.1	-10.9	-2.1	-13.7	-5.2	-10.0	-18.8	-3.5	19.1
CCCOc1ccc(F)cc1-c1cc(C(=O)NCc2ccco2)[nH]n1	·	0.8	·	-6.9	-6.6	10.5	-8.4	14.2	-2.1	3.7	1.0
CCOCC(=O)Nc1nc(C)cc(C)n1	2.8	3.6	12.8	1.4	-0.2	14.9	-4.8	8.2	-2.3	-4.9	19.7
O=[N+]([O-])c1ccc(C2=NCCO2)cc1	4.2	-0.7	-19.8	-0.5	0.4	-81.0	-4.7	-33.0	4.3	-1.9	-29.1
O=C(Nc1nnc([C@H]2C[C@H](O)[C@@H](CO)O2)s1)C(c1ccccc1)c1ccccc1	·	0.4	·	5.2	-1.1	9.9	-6.0	22.0	-6.6	-6.5	1.2
COc1ccc(C(=O)Nc2ccc(Cl)cc2C(=O)N2CCCC(C)C2)cc1OC (stereo not drawn)	-0.4	-1.5	1.6	16.9	2.8	17.3	-6.1	-18.4	16.6	2.9	-0.4
Cc1ccccc1OCC(=O)Nc1ccncc1	0.6	-0.6	4.7	-12.3	6.4	-49.4	10.2	-14.9	12.0	2.8	-12.4
CN(CCc1ccccc1)C(=O)c1cccc(NC(=O)Cc2cccc(NC(=O)C3CCN(C(=O)c4ccccc4)CC3)c2)c1	·	5.5	-4.7	-17.7	-5.0	2.2	-10.2	0.7	9.8	-0.7	-3.5
Oc1ccccc1N1CCN(C(=S)Nc2ccc(SC(F)F)cc2)CC1	-2.2	1.6	-16.8	-9.4	2.3	-4.8	-3.7	20.3	9.2	-1.8	11.0
Cc1ccc(OCC(=O)n2nc(C)cc2C)c(C)c1	-1.2	3.1	2.5	7.8	1.2	5.1	·	2.0	-3.9	14.4	7.9
CC(CCc1ccccc1)NC(=O)COC(=O)c1ccc(S(C)(=O)=O)c([N+](=O)[O-])c1 (stereo not drawn)	3.4	-0.4	-8.7	-32.4	-4.9	50.5*	-2.2	1.1	96.7*	8.0	102.2*
CN1C=Nc2c(ncn2C2CCC(CO)O2)C1O (stereo not drawn)	·	0.2	·	·	-0.2	3.8	-12.9	8.2	·	·	·
O=C(c1ccc(Cl)c(S(=O)(=O)N2CCCCCC2)c1)N1CCN(c2ccccn2)CC1	-1.7	-2.4	13.6	-10.2	0.3	-10.8	-4.2	-10.0	19.1	5.0	25.4
CCOc1ccc(NC2C=CS(=O)(=O)C2)cc1 (stereo not drawn)	0.9	-2.8	-5.5	5.4	-4.7	36.8	-4.9	-34.6	13.5	-1.0	0.9
N#Cc1ccccc1NC(=O)CNc1ccc(Cl)c(C(F)(F)F)c1	-0.5	9.7	0.2	-4.8	0.6	6.1	-5.9	1.2	13.2	26.0	22.3
CCN(CC(=O)NCc1cccs1)C(=O)/C=C/c1cccc(Br)c1	-0.4	-0.2	0.5	-1.4	-2.4	1.5	-5.5	-22.8	1.8	-2.0	-2.5
O=C(CCNC(=O)c1ccc([N+](=O)[O-])cc1)Nc1ccc(S(=O)(=O)N2CCOCC2)cc1	0.2	0.1	0.7	-3.1	-0.3	11.8	·	-2.5	-5.4	1.5	15.0
Cc1c(Nc2scc(-c3ccccc3)[n+]2-c2ccccc2)c(=O)n(-c2ccccc2)n1C	-1.3	-0.6	14.7	-3.2	0.3	-3.9	·	-21.8	10.6	-0.3	22.5
CCOc1ccc(-c2noc(CCC(=O)NCC3CCCO3)n2)cc1OC (stereo not drawn)	4.2	-0.4	4.5	2.0	5.7	-17.7	-4.3	-32.0	-1.3	-4.7	-19.4
O=C(Oc1ccc(C(=S)N2CCOCC2)cc1)c1ccc([N+](=O)[O-])cc1	1.6	-0.7	-5.7	4.8	-4.2	10.8	-18.3	0.4	-9.7	2.2	3.4
CC(CCc1ccccc1)NC(=O)C1CCCN(c2nnc(-n3cccc3)s2)C1 (stereo not drawn)	-1.6	-3.4	·	2.1	-0.7	10.9	-5.9	-44.6	25.5	-4.2	3.7
COc1ccc(C=NCCC2(O)CC(C)N(C)CC2C)cc1 (stereo not drawn)	3.2	-1.2	8.4	3.0	-2.7	-2.9	-5.3	3.0	6.0	4.6	-3.8
CCc1nc(SCC(=O)Nc2ccc(N(CC)CC)cc2)n[nH]1	·	-0.2	-1.7	5.7	4.0	5.3	-6.3	28.9	13.8	-1.0	9.7
CC(C)N1C(=O)C(=O)N(CC(=O)N2c3ccccc3NC(=O)CC2C)C1=O (stereo not drawn)	·	0.1	6.5	-2.6	1.1	12.7	-5.7	15.9	9.2	2.3	10.0
COc1ccc(N2CCN(CC(=O)Nc3sccc3C#N)CC2)cc1	-3.6	-0.8	2.7	-4.7	-0.3	4.3	-14.6	-15.0	11.2	10.3	10.7
c1cc(-c2nnc(-c3ccncc3)o2)ccn1	-1.6	-0.8	2.8	1.2	1.6	15.3	-3.2	0.0	-4.5	-1.0	-1.7
Cc1c(/C=N/NC(=O)CNc2ccccc2)c2ccccn2c1C(=O)c1ccncc1	-2.5	0.4	-17.8	16.0	1.3	12.5	-4.9	7.4	7.8	4.8	22.7
COc1cccc(/C=C/C(=O)OCC(=O)c2cc(C)n(CC3CCCO3)c2C)c1OC (stereo not drawn)	-1.6	-1.2	-7.0	-18.0	-4.0	-86.5	3.9	-18.5	-12.5	8.7	-48.0
CCOC(=O)c1c(NC(NC(C)=O)C(Cl)(Cl)Cl)sc(C(C)=O)c1C (stereo not drawn)	4.2	-1.7	7.0	6.5	4.1	25.0	·	-11.4	3.2	-10.1	20.8
Cc1ccnc(NC(=S)NC(=O)/C=C/c2ccccc2)c1	-12.9	-0.4	-41.2	-8.5	-1.9	-313.9	-9.3	-10.1	-53.9	2.1	-240.2
Cc1ccccc1/C=N\NC(=O)c1ccccc1-n1cccc1	-0.6	-0.8	15.2	-4.0	-0.5	-18.2	1.6	23.9	-2.1	-3.5	1.6
Cc1ccc(-c2cc(C(=O)OCn3nnc4ccccc4c3=O)c3ccccc3n2)cc1	-2.4	-1.3	-0.4	-6.9	0.0	-78.5	-7.4	4.9	-13.8	-6.9	-52.8
CC(C)(C)c1ccc(C(=O)N2CCC3(CC2)NCCc2[nH]cnc23)cc1	0.8	0.2	-9.4	-1.6	-5.0	9.0	-4.6	17.2	-0.5	-7.5	-12.5
O=C(CN1CCN(c2ccc(O)cc2)CC1)NC(c1ccccc1)c1ccccc1	5.7	-0.2	2.5	6.1	-4.5	9.3	-0.5	18.1	20.0	8.2	0.9
O=C(COC(=O)C1CCN(c2ccc(C(F)(F)F)cn2)CC1)c1ccccc1Cl	-0.9	-0.4	-5.7	0.0	-2.4	5.3	-6.3	-23.3	-1.7	-0.4	-2.3
O=c1[nH]c2ccccc2nc1NCc1ccccc1	0.6	-0.3	-12.4	0.7	1.6	-107.5	-2.7	-37.2	-5.7	-2.4	-56.7
COCCN(CCOC)S(=O)(=O)c1ccc(C(=O)Nc2nnc(C3CC3)o2)cc1	-1.5	-0.4	3.5	2.9	-0.5	4.0	-5.2	11.8	8.2	1.1	0.5
COc1cc(C(c2c(C)[nH][nH]c2=O)c2c(C)[nH][nH]c2=O)ccc1OS(=O)(=O)c1ccccc1	3.0	-0.4	-3.3	9.7	-0.5	-1.1	-7.1	-5.7	-16.7	-9.5	-18.7
OCCCNCc1ccc(Cl)cc1Cl	-2.8	-0.3	-5.0	2.2	2.4	18.5	1.0	-5.2	-38.8	-11.6	5.5
Cc1ccn2c(c1)nc(=S)n2C(=O)c1ccccc1	0.6	-4.2	41.4	-18.2	-0.6	47.9*	-12.7	-99.5	16.3	-6.2	-9.6

Whole records from above:
OCCCNCc1ccc(Cl)cc1Cl as listed: NR2E3 ag-1 = -2.8; hiPSC survival = -0.3; TRPM1 prom inh = -5.0; H9c2 protect = 2.2; HTR2A ag = 2.4; HIF-2a inh = 18.5; CaV13 ICDI inh = 1.0; NR2E3 ag-2 = -5.2; Shn3 inh set2 = -38.8; PDI turbidity = -11.6; Peg3 prom inh = 5.5
COc1cc(C(c2c(C)[nH][nH]c2=O)c2c(C)[nH][nH]c2=O)ccc1OS(=O)(=O)c1ccccc1 as listed: NR2E3 ag-1 = 3.0; hiPSC survival = -0.4; TRPM1 prom inh = -3.3; H9c2 protect = 9.7; HTR2A ag = -0.5; HIF-2a inh = -1.1; CaV13 ICDI inh = -7.1; NR2E3 ag-2 = -5.7; Shn3 inh set2 = -16.7; PDI turbidity = -9.5; Peg3 prom inh = -18.7
